Screening results deposited in PubChem BioAssay by Sanford-Burnham Center for Chemical Genomics.
EphA4 KYL inhibition – EphA4 ligand-binding antagonists – biochemical, colorimetric, mouse EphA4, primary screen (AID 689). EphA4-AP binding to KYL peptide, pNPP A405; higher % means a stronger effect. inhibition, % at 10 µM, or IC50 in µM where a hit was titrated. hit rate 0.1% among 62,000; in the data active means a potency from the dose series; inactive means the rest, 99 in 100 with inhibition below about 22%
* hit, by the source's call. Some of the compounds tested; the hit share may differ from the screen's.

A first look, 6 compounds:
SMILES	EphA4 KYL inhibition
CCCCCCCC(=O)N/N=C/c1cccnc1	-4%
CC(C)CCNC(=O)CCn1nc(-c2ccccc2)ccc1=O	-8%
Cc1cc(C)cc(OCC(=O)OCC(=O)Nc2ccc(Cl)cn2)c1	16%
COc1ccccc1-n1c(O)c(C=C2C=Nc3ccccc32)c(=O)[nH]c1=S	6%
CCCN(CCC)C(=O)c1c(NC(=O)c2ccccc2Cl)sc2c1CCCC2	6%
CCN1C(=O)c2cccc3c(S(=O)(=O)Nc4ccccn4)ccc1c23	-29%

The listing, from the start:
SMILES	EphA4 KYL inhibition
CCCCCCCC(=O)N/N=C/c1cccnc1	-4%
CC(C)CCNC(=O)CCn1nc(-c2ccccc2)ccc1=O	-8%
Cc1cc(C)cc(OCC(=O)OCC(=O)Nc2ccc(Cl)cn2)c1	16%
COc1ccccc1-n1c(O)c(C=C2C=Nc3ccccc32)c(=O)[nH]c1=S	6%
CCCN(CCC)C(=O)c1c(NC(=O)c2ccccc2Cl)sc2c1CCCC2	6%
CCN1C(=O)c2cccc3c(S(=O)(=O)Nc4ccccn4)ccc1c23	-29%
CCCC(=O)N(CCc1ccc(OC)cc1)Cc1nc2ccccc2c(=O)[nH]1	-11%
CC1(C)CC(=O)c2cc(OCC(=O)NCc3cccnc3)ccc2O1	-9%
O=c1ccccn1Cc1ccccc1F	-6%
Cc1cccc(NC(=O)CSc2nnnn2-c2cccnc2)c1	-14%
CCCn1c(SCC(=O)O)nc2ccccc21	3%
O=C(Nc1cccc(F)c1)Nc1ccccn1	-10%
Cc1nn(C)c(C)c1Sc1ccc(Br)cc1	-14%
COCCOCCOCCC(=O)NC1CC2CCC1(C)C2(C)C (stereo unspecified)	6%
O=C(O)/C=C/C(=O)Nc1ccccc1-c1ccccc1	0%
CNc1nc(Cl)nc(NC(C)(C)C)n1	-6%
CC(C)CCSc1nc(N2CCOCC2)c2c(c1C#N)CC(C)(C)OC2	13%
CCOc1ncccc1C(=O)OCC(=O)NCCc1ccccc1	-8%
C/C(Cl)=C/Cn1c(N2CCCC2)nc2c1c(=O)n(C)c(=O)n2C	-14%
CC(C)(C)NC(=O)Cn1nnc(-c2ccc(S(C)(=O)=O)cc2)n1	-2%
Cc1ccc(C2C(C#N)=C(N)Oc3c2sc2ccccc32)o1 (stereo unspecified)	40%
Cc1ccc(NCC(=O)N/N=C\C(Br)=C\c2ccccc2)cc1	-29%
Cc1cccc(OCC(=O)Nc2nc3ccc([N+](=O)[O-])cc3s2)c1	-12%
O=c1sc(N2CCN(c3ccc(F)cc3)CC2)nc2ccsc12	0%
O=C(O)CCCC(=O)Nc1cccc2cccnc12	-9%
Other compounds
SMILES	EphA4 KYL inhibition
FC(F)(F)c1cc(C(F)(F)F)c2ccc(N3CCN(c4ncccn4)CC3)nc2n1	-8%
O=C(Nc1cccc(Br)c1)/C(=C\c1cccnc1)NC(=O)c1ccco1	-4%
Cc1cc(C)nc(NC(=O)CCCC(=O)O)c1	-2%
COC(=O)c1ccccc1NC(=S)NC(=O)CC(C)C	-14%
c1ccc(C[n+]2csc3ccccc32)cc1	-15%
CC(=O)Nc1cccc(NC(=O)C2CCCN2C(=O)Nc2cccc(C)c2)c1 (stereo unspecified)	-13%
CC(=O)Oc1ccc(/C=N/NC(=O)C2CCCN2S(=O)(=O)c2ccc(Cl)cc2)cc1 (stereo unspecified)	2%
Cc1nc([N+](=O)[O-])c(N2CCN(Cc3ccccc3)CC2)n1Cc1ccccc1	-10%
C=CCNC(=S)NNC(=O)c1cccn(Cc2ccc(Cl)cc2Cl)c1=O	-10%
CCCCc1c(O)nc(SCC(=O)Nc2ccc3c(c2)CCC3)[nH]c1=O	-8%
O=c1c2ccccc2oc2nc(-c3ccco3)n(CCc3ccccc3)c(=O)c12	1%
CCC(C)(C)n1nnnc1C(c1ccc(O)c(OC)c1)N1CCc2ccccc2C1 (stereo unspecified)	13%
CCn1c(-c2ccccc2Cl)nn(CC(=O)Nc2ccccc2OC)c1=S	-7%
COC(=O)CCC(=O)NNC(=O)c1ccc(Br)cc1	3%
COc1ccc(N2CS(=O)(=O)/C(=C/N(C)C)C2=O)cc1	-5%
O=c1c2cccnc2[nH]c(=S)n1CCC1=CCCCC1	-11%
COc1ccc(NC(=O)CN2CCC(n3c(C)nc4cc(F)ccc43)CC2)c(OC)c1	-9%
CCOC(=O)C1=C(c2ccccc2)NC(=S)NC1c1ccc(OC(C)C)cc1 (stereo unspecified)	3%
Cn1ncc([N+](=O)[O-])c1C(=O)Nc1ccn(Cc2ccccc2F)n1	-9%
O=C1c2cc(S(=O)(=O)Nc3ccncc3)ccc2-c2ccc(S(=O)(=O)Nc3ccncc3)cc21	-2%
Cc1ccccc1-n1c(SCc2c(C)noc2C)nnc1-c1cccnc1	0%
CCOC(=O)COc1c(Br)cc(/C=C2\SC(=O)N(CC(=O)N3CCCC3)C2=O)cc1OC	-4%
Cc1ccc2c(c1)N(CC(=O)O)C(=O)CO2	-9%
CCc1ccc(N(CC(=O)Nc2ccc(OC)cc2OC)S(C)(=O)=O)cc1	-11%
CCCn1c(SCC(N)=O)nnc1C(C)C	-5%
Following part
SMILES	EphA4 KYL inhibition
COc1cc(C(=O)Nc2nccs2)ccc1OCc1c(C)noc1C	5%
COc1c(N2CCN(C(=S)Nc3ccccc3)C(C)C2)c(F)cc2c(=O)c(C(=O)O)cn(C3CC3)c12 (stereo unspecified)	-6%
CC1CCN(S(=O)(=O)c2ccc3c(c2)oc(=O)n3CC(=O)N2c3ccccc3CC2C)CC1 (stereo unspecified)	-4%
COc1cccc2c1CC/C(=C\c1ccccc1)C2=O	-22%
FC(F)(F)c1cccc(CON=C2CCN(c3ncc(C(F)(F)F)cc3Cl)CC2)c1	0%
Cc1ccc(NC(=O)c2cc([N+](=O)[O-])ccc2NCc2cccnc2)cc1	-11%
O=C(CSCc1ccc(Cl)cc1)N/N=C/c1ccc(Cl)cc1Cl	-10%
O=C(Nc1ccc(Cl)cc1)OC(CN1CCCCC1)C(F)(F)F (stereo unspecified)	-18%
Cc1ccc(NC(=O)Cc2ccc(F)cc2)cc1	-9%
O=C(NC1(C(F)(F)F)NC(=O)N(Cc2ccco2)C1=O)c1cccs1 (stereo unspecified)	-13%
COc1ccc(-c2cc(C(F)(F)F)n3ncc(C(=O)NCc4ccco4)c3n2)cc1	2%
CCc1cc(C(=O)Cc2cnn(-c3ccccc3)c2)c(O)cc1O	1%
C=CCn1c(SCC(=O)N2CCCCC2)nc(O)cc1=O	-42%
COc1ccc(C(=O)C2CCN(C(=O)c3ccco3)CC2)cc1	-4%
CC(=O)c1ccc(NC(=O)C2(c3ccccc3)CCOCC2)cc1	-2%
N#CC1=C2SCN(Cc3ccccc3)CN2C(=O)CC1c1cccs1 (stereo unspecified)	8%
CC1CN(Cc2nc3c(c(=O)[nH]c(=O)n3C)n2CC(N)=O)CC(C)O1 (stereo unspecified)	-5%
O=S(=O)(c1ccc(S(=O)(=O)N2CCCC3(CCCCC3)C2)cc1)N1CCCCC1	-13%
Cn1cc(C(=O)N/N=C/C(Br)=C\c2ccccc2)ccc1=O	-5%
Cc1cc(Br)ccc1NC(=O)c1ccc(Cl)c([N+](=O)[O-])c1	14%
Cc1cnc(C(=O)N2CCN(S(=O)(=O)c3ccc4ccccc4c3)CC2)cn1	-12%
Cc1ccc(C(=O)COC(=O)c2ccccc2N2C(=O)C3C4CCC(C4)C3C2=O)cc1C (stereo unspecified)	0%
COc1ccccc1NC1=NCC(=O)N1Cc1ccccc1	4%
O=C(CNC(=O)c1ccccc1F)OC(C(=O)Nc1cc(C(F)(F)F)ccc1Cl)c1ccccc1 (stereo unspecified)	-15%
Cc1cccn2c(/C=N/OCc3ccc(F)cc3)c(-c3ccc(Cl)cc3)nc12	-8%

Among those listed so far, three contain a cyano group.
SMILES	EphA4 KYL inhibition
CC(C)CCSc1nc(N2CCOCC2)c2c(c1C#N)CC(C)(C)OC2	13%
Cc1ccc(C2C(C#N)=C(N)Oc3c2sc2ccccc32)o1 (stereo unspecified)	40%
N#CC1=C2SCN(Cc3ccccc3)CN2C(=O)CC1c1cccs1 (stereo unspecified)	8%

Next compounds follow.
SMILES	EphA4 KYL inhibition
Cc1ccccc1N1CCN(C(=O)CCN2C(=O)c3ccccc3C2=O)CC1	-11%
CCC(=O)Nc1sc2c(c1C(=O)Nc1ccccc1Cl)CCCC2	-7%
COc1ccc(C(=O)NCCCN2CCOCC2)cc1OC	-18%
COc1ccc(NC(=O)c2cc(-c3ccc(OC)c(OC)c3)on2)cc1OC	-7%
Cc1cc(C)cc(NC(=O)CSc2nnc(-c3ccccc3C)o2)c1	1%
O=C1/C(=C/c2ccco2)N2CCC1CC2	6%
CC(C)CC(c1nnnn1Cc1ccco1)N1CCN(c2cccc(Cl)c2)CC1 (stereo unspecified)	11%
COc1ccc2[nH]cc(C(=O)CNc3nc(C)cs3)c2c1	-15%
Cc1ccc(NC(=O)CSc2nnc(-c3ccccc3Br)o2)cc1C	-8%
COc1ccccc1OCCCCOc1ccccc1F	-14%
COC(=O)C(C)n1cnc2c(nnn2-c2ccc(OC)cc2)c1=O (stereo unspecified)	-8%
CNC(=O)c1ccc(-c2sc3nc(N4CCOCC4)c4c(c3c2N)CCCC4)o1	18%
CCCCC(=O)Nc1nc(C)c(-c2csc(Nc3ccc(Cl)cc3)n2)s1	4%
CC1(C)CC(=O)C2=C(C1)N(Cc1ccccc1)C(=O)C2(O)C(F)(F)F (stereo unspecified)	-5%
CC(=O)N1CCN(Cc2cc(=O)n3cc(Cl)c(C)c(Cl)c3n2)CC1	-2%
COc1ccc(Cn2nnc3c(=O)[nH]c(C4CCN(C(=O)c5ccccc5Cl)CC4)nc32)cc1	-4%
CCOc1ccccc1N1C(=O)c2ccc(C(=O)O)cc2C1=O	-1%
COc1cccc(NC2=C(Cl)C(=O)N(c3ccc(Br)cc3)C2=O)c1	-7%
CCOc1ccccc1/C=C/C(=O)c1ccc(Br)cc1	-17%
COc1ccc(CSc2n[nH]c(C)n2)cc1Br	-8%
CCOCCOC(=O)COc1ccc(N2C(=O)c3ccccc3C2=O)cc1	-11%
Cc1nc(N)sc1-c1csc(N(C)c2ccc(O)cc2)n1	-7%
Cc1csc2c(C#N)c(=O)c3c(n12)CCC3	6%
CC1=C(C)CC(C(=O)Nc2ccc(N3C(=O)c4ccccc4C3=O)cc2)C(C(=O)O)C1 (stereo unspecified)	-5%
CC(C)C(=O)Nc1ccc(C(=O)NNC(=O)C(c2ccccc2)c2ccccc2)cc1	-6%

Taken from above.
Entry of CC1(C)CC(=O)C2=C(C1)N(Cc1ccccc1)C(=O)C2(O)C(F)(F)F (stereo unspecified) under EphA4 KYL inhibition: -5%
Entry of CC(C)CC(c1nnnn1Cc1ccco1)N1CCN(c2cccc(Cl)c2)CC1 (stereo unspecified) under EphA4 KYL inhibition: 11%
Entry of COc1ccc2[nH]cc(C(=O)CNc3nc(C)cs3)c2c1 under EphA4 KYL inhibition: -15%
Entry of CNC(=O)c1ccc(-c2sc3nc(N4CCOCC4)c4c(c3c2N)CCCC4)o1 under EphA4 KYL inhibition: 18%
Entry of Cc1ccccc1N1CCN(C(=O)CCN2C(=O)c3ccccc3C2=O)CC1 under EphA4 KYL inhibition: -11%
Entry of COc1ccc(C(=O)NCCCN2CCOCC2)cc1OC under EphA4 KYL inhibition: -18%
Entry of CCC(=O)Nc1sc2c(c1C(=O)Nc1ccccc1Cl)CCCC2 under EphA4 KYL inhibition: -7%

Going on with the list:
SMILES	EphA4 KYL inhibition
COc1ccccc1/C=C/C=N/n1c(COc2ccccc2)n[nH]c1=S	-7%
COc1ccc(CCN2CCCn3c2nc2c3c(=O)n(Cc3ccccc3F)c(=O)n2C)cc1OC	9%
CCOC(=O)c1sc(NC(=O)CN2C(=O)c3cccc4cccc(c34)C2=O)nc1C	-4%
CCn1c(N)c(C(=O)NCc2cccnc2)sc1=S	-8%
COc1ccc(C(O)c2nccn2Cc2ccccc2)cc1 (stereo unspecified)	-7%
O=C(CSC1=Nc2ccccc2C2=NC(CC(=O)NCc3ccco3)C(=O)N12)NCc1ccco1 (stereo unspecified)	-4%
CCOC(=O)N1CCC(NC(=O)C2CCCN(S(C)(=O)=O)C2)CC1 (stereo unspecified)	-6%
CCOC(=O)c1cc(C#N)c(SCC(=O)c2cc(C#N)c(SC)nc2C)[nH]c1=O	-10%
Cc1ccnc(NC(=O)CCC(=O)N(CC(=O)NC2CCCCC2)c2ccc3c(c2)OCO3)c1	10%
COC(=O)C(C(=O)OC)C(C[N+](=O)[O-])c1ccc(OC)c(OC)c1 (stereo unspecified)	-7%
COC(=O)c1c(NC(=O)CN2CCOCC2)sc2c1CCC(C)C2 (stereo unspecified)	0%
Cc1ccc(Cl)cc1Nc1nc(-c2sc(NC(=O)C(C)(C)C)nc2C)cs1	-6%
O=C(COC(=O)c1cccc(S(=O)(=O)N2CCOCC2)c1)Nc1ccc2c(c1)OCO2	0%
COc1ccc(Nc2nc(-c3cccs3)cs2)cc1	-8%
O=S(=O)(Nc1ccc(Oc2ccccc2)cc1)c1ccc2ccccc2c1	0%
CCc1nc(SCC(=O)NNC(=O)C2CCCCC2)c2ccccc2n1	9%
Nc1sc2c(c1C(=O)NC1CCS(=O)(=O)C1)CCC2 (stereo unspecified)	-8%
COc1cccc(NC(=O)CSc2ccc3nnc(-c4ccncc4)n3n2)c1	-4%
O=c1c2c3n(c(=O)nc2[nH]n1-c1ccccc1)CCCCC3	-4%
COc1ccc(NC(=O)CC2SC(=Nc3ccccc3)NC2=O)cc1 (stereo unspecified)	4%
Cc1nn(C)cc1C(=O)NNC(=S)Nc1ccccc1	-13%
O=C(Nc1cccn(Cc2c(Cl)cccc2Cl)c1=O)c1ccc(Cl)cc1Cl	7%
Cc1ccc(C2CC(C(F)F)n3ncc(C(=O)Nc4cnn(Cc5ccccc5C)c4)c3N2)cc1 (stereo unspecified)	-11%
CCOc1ncccc1C(=O)OCc1cn2cc(Cl)ccc2n1	-6%
CCNC(=O)CN1C(=O)NC2(CCCCCC2)C1=O	-5%
Cc1ccc(OCC(=O)NCC(C)C)cc1	1%
O=C(CN1CCN(S(=O)(=O)c2ccc(Cl)s2)CC1)NCc1ccc(Cl)cc1	-16%
O=C1c2oc3ccccc3c(=O)c2C(c2cccc(O)c2)N1c1ccccn1 (stereo unspecified)	-8%
COc1cccc(/C=N\NC(=O)C2C(=O)NCC2c2ccccc2)c1O (stereo unspecified)	-20%
N#CCCn1c(-c2nonc2NC(=O)c2ccccc2Cl)nc2ccccc21	-1%
